Compound activity: PubChem BioAssay, National Center for Advancing Translational Sciences (NCATS)
GAA inhib: qHTS Assay for Inhibitors of Human alpha-Glucosidase as a Potential Chaperone Treatment of Pompe Disease | Lysosomal alpha-glucosidase (Homo sapiens), P10253 | purified human GAA, 4-MU-alpha-glucoside fluorescence | Potency, µM (highest dose often 76.9 µM), for inactives: at the top dose activity change, negative = inhibition, actives largely listed as inhibitors | 0.005% of 200,000 active;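 further: plate controls were uninhibited enzyme wells for no effect and no-enzyme background for full effect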
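Read-out is 4-methylumbelliferone fluorescence (Ex 365/Em 440 nm) after NaOH/glycine stop at pH 10. Enzyme 4 nM, substrate 400 uM, pH 5.0 citrate buffer, 20 min room temperature; AC50 from Hill-equation concentration-response.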
IMPase Li cell: qHTS Assay for Identifying the Cell-Membrane Permeable IMPase Inhibitors: Potentiation with Lithium; CHO-M1 cells, IP1 TR-FRET (IP-One), carbachol + lithium; Potency, µM (doses to about 59.4 µM), inactives show at the highest dose activity, negative = IMPase inhibition, actives largely listed as inhibitors; AID 1457, 2008; 0.35% of 210,000 active;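 further: IP1 builds up when IMPase is blocked and the TR-FRET signal falls; plate controls were basal vehicle for no effect and high inhibitor control for full effect; nearly all actives have a fitted effect of over 50% in size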
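Concentration–response in CHO-M1 cells, lithium-potentiated; 30 min at 37C. IP1 detected by competitive TR-FRET after 10 min lysis at RT. Hill-fitted AC50.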
GoLoco inh red: qHTS Assay for Inhibitors of RGS12 GoLoco Motif Activity (Red Fluorophore). AID 880, 2007. Potency, µM (highest dose often 61.6 µM), inactives show at the highest dose activity, negative = inhibition, hits mostly inhibitors. Guanine nucleotide-binding protein G(i) subunit alpha-1 (Homo sapiens), P63096. 0.44% of 230,000 active. Gai1:RGS12 GoLoco peptide FP, rhodamine, 10 min; active means well fitted inhibition curve with a large enough effect, not every such curve was filed as active; inactive means no such curve, though single readings can be large or run the other way; further: on the % scale 0 is the no-effect control and ±100 the full control effect; nearly all actives have a fitted effect of over 30% in size; many of its hits are not listed in these tables
Target sequence (P63096 whole entry, looked up): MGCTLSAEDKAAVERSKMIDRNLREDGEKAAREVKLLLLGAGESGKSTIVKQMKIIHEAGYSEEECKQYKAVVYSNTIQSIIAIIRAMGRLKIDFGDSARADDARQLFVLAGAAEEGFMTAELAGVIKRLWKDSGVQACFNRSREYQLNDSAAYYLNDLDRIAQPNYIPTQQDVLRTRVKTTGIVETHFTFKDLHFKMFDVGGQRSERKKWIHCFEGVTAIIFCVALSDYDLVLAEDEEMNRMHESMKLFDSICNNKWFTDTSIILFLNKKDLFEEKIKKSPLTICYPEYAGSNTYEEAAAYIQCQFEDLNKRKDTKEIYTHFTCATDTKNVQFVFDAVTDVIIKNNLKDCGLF
HTT ATP protect: qHTS Multiplex Assay to Identify Dual Action Probes in a Cell Model of Huntington: Cytoprotection (ATP). 0.14% of 230,000 active. PC12 HTT-Q103 induced, cytoprotection, ATP luminescence, 40 h. Potency, µM (top dose mostly 56.4 µM), for inactives: cytoprotection (ATP increase), hits mostly activators;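 further: % of control where 0% means no effect; nearly all actives have a fitted effect of over 45% in size; toxic huntingtin expression switched on by the ecdysone agonist tebufenozide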
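PC12 cells stably carrying ecdysone-inducible Htt exon 1 (Q103)–GFP were induced with 100 nM tebufenozide (final) alongside library compounds in a dose series. Cytoprotection was scored as retained ATP by ATPlite luminescence.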
GAA glycogen mod: qHTS Assay for Inhibitors and Activators of Human alpha-Glucosidase Cleavage of Glycogen; Potency, µM (highest dose often 76.4 µM), for the others: at the top dose activity change, negative = inhibition, hits mostly inhibitors; AID 2100, 2009; 0.38% of 300,000 active; Lysosomal alpha-glucosidase (Homo sapiens), P10253; recombinant GAA, glycogen substrate, Amplex Red glucose oxidase fluorescence;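 further: 0% = full enzyme reaction and -100% = no-enzyme basal signal; the screen sought inhibitors and activators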
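Recombinant human enzyme (4 nM); glycogen substrate; 37 C, 40 min, pH 5.0. Readout: coupled glucose oxidase/Amplex Red fluorescence.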
HttQ103 aggreg: qHTS Multiplex Assay to Identify Dual Action Probes in a Cell Model of Huntington: Aggregate Formation (GFP) | PC12 HttQ103-GFP aggregates, Acumen cytometry, 40 h | 1.1% of 220,000 active | AID 1688, 2009 | Potency, µM (series often up to 46.1 µM), for the others: top-dose activity change, negative = inhibition, hits mostly inhibitors; further: on the % scale 0 is the no-effect control and ±100 the full control effect; nearly all actives have a fitted effect of over 60% in size
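Multiplexed with ATP-based cell death, this channel scores GFP aggregates in PC12 cells expressing inducible HTTex1-Q103-GFP. Induction used 100 nM tebufenozide; compounds were tested in concentration series.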
GAA spleen mod: qHTS Assay for Inhibitors and Activators of Human alpha-Glucosidase From Spleen Homogenate | Lysosomal alpha-glucosidase (Homo sapiens), P10253 | human spleen homogenate, 4-MU-alpha-glucoside fluorescence | Potency, µM (titrated, usually from 79.9 µM), inactives show at the top dose activity change, negative = inhibition, usual class: inhibitors | 0.006% of 240,000 active;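 further: 0% = enzyme with vehicle and -100% = no enzyme basal signal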
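AC50 values come from Hill-equation fits of concentration-response data, normalized to no-enzyme and full-activity controls. Enzyme source: 1 ug human spleen homogenate; 1 mM fluorogenic 4-MU glucoside, pH 5.0 citrate buffer, 37 C, 40 min.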
Numbers without * were called inactive; u = inconclusive; x = not tested or not shown; [ ] = remark or other dose. Unless noted, the call rests on the fitted dose curve; in most records, active means well fitted curve in the direction sought with a large enough effect; inconclusive means small, poorly fitted or top-dose-only effect, or another doubt; inactive means no such curve, though single readings can be large; an effect the other way counts as inactive or inconclusive. Potency means the concentration at half of the fitted maximal effect.

nr	canonical_smiles	GAA inhib	IMPase Li cell	GoLoco inh red	HTT ATP protect	GAA glycogen mod	HttQ103 aggreg	GAA spleen mod
1	N#Cc1c(-c2ccccc2)nc(SCC(=O)N2c3ccccc3Sc3ccccc32)[nH]c1=O	x	x	-5%	15%[10 µM]	-8%	0%[9.22 µM]	-11%
2	COc1ccccc1CNC(=O)C(CCSC)NS(=O)(=O)c1ccc2c(c1)oc(=O)n2C (centres undefined)	3%	8%[38.3 µM]	15%	-2%	5%	3%	-28%
3	Cc1ccc(/C=N/NC(=O)c2csc3c2CCCC3)cc1	-5%	7%[38.3 µM]	0%	-77%[inhibitor]	u	-8%	-19%
4	COC(=O)c1ccc(NC(=O)COC(=O)c2nc3nccc(C)n3n2)cc1	6%	1%	8%	u	-11%	9%	2%
5	Cc1c(C(=O)Nc2ccncc2)sc2nc(-c3ccccc3)cn12	-15%	u	18%	12%[10 µM]	-5%	u	-10%
6	Cc1ccc(NNC(N)=S)cc1Cl	x	x	-3%	16%[10 µM]	-30%	-22%[9.22 µM]	4%
7	O=C(c1c(F)cccc1F)N(Cc1ccccn1)C1CC1	-3%	12%[38.3 µM]	-5%	2%	6%	-4%	0%
8	O=C(Cc1cccs1)Nc1nnc(C2CC2)s1	-4%	19%	7%	x	27%	5%	5%
9	COc1ccccc1C(=O)N1CCCN(C(=O)c2ccccc2OC)CC1	2%	23%[38.3 µM]	-3%	9%	8%	u	3%
10	Cc1cc(C(=O)NNC(=O)c2cccc(S(=O)(=O)N3CCOCC3)c2)c2ccccc2n1	1%	-1%	7%	-38%	2%	-11%	-2%
11	CC12CCC(c3c(CO)nn(-c4ccccc4)c31)C2(C)C (centres undefined)	-4%	-3%[38.3 µM]	-3%	-27%	-5%	-3%	-8%
12	CC(NC(=O)COC(=O)c1ccc2c(c1)OCO2)c1ccccc1 (centres undefined)	5%	9%	-9%	-20%	9%	4%	-2%
13	O=C(O)CCC(=O)Nc1ccccc1C(=O)NCc1ccco1	2%	4%	11%	18%[1.9 µM]	1%	3%	-6%
14	COc1ccc(CNC(=O)c2ccc(CS(=O)(=O)Cc3ccccc3F)o2)cc1	-2%	-1%	4%	-29%	-4%	3%	-3%
15	CC1CCCC(C)N1C(=O)c1cc2ncc(CCCl)cn2n1 (centres undefined)	-7%	-2%	0%	x	-3%	3%	4%
16	Cc1cccc(C(=O)NCC(c2ccco2)N(C)C)c1 (centres undefined)	3%	5%	4%	16%[10 µM]	-8%	7%	-18%
17	S=C(Nc1ccccc1Cl)N1CCC(c2ccccc2)C1 (centres undefined)	4%	-6%	3%	-54%[inhibitor]	u	-20%	2%
18	CCNc1ncc2nc(CCc3ccccc3)c(=O)n(Cc3ccc(F)cc3)c2n1	x	10%	19%	-37%[inhibitor]	x	x	-7%
19	CC(COc1ccccc1)N1CCC(CO)(CCc2ccccc2)CC1 (centres undefined)	3%	7%	10%	8%[10 µM]	15%	-12%[9.22 µM]	0%
20	CCn1c(CNC(=O)C(C)(C)C)nc2ccccc21	-3%	0%[38.3 µM]	-8%	9%	7%	-18%	1%
21	Cc1nc2sc(C(c3cccc(F)c3)N3CCN(C(=O)c4ccco4)CC3)c(O)n2n1 (centres undefined)	3%	22%[38.3 µM]	6%	12%[10 µM]	1%	3%	-12%
22	CC(C)Cc1nc2sc3c(c2c(=O)n1N)CC(C)(C)OC3	x	x	4%	9%[10 µM]	4%	-7%[9.22 µM]	0%
23	COc1ccc2c(c1)O[C@@H](c1ccc3c(c1)OCO3)[C@H](OC(=O)NCCOc1ccccc1)C2=O	x	13%	-11%	13%	x	x	3%
24	CCn1cc(C(C)NC(=O)Nc2ccccc2C(=O)OC)c(C)n1 (centres undefined)	7%	8%	-5%	-54%[inhibitor]	-10%	-21%	9%
25	CCO[C@H]1OC(C(=O)NC2CC2)=C[C@@H](c2ccc(Br)cc2)[C@@H]1CCCO	x	-5%	6%	20%[10 µM]	-6%	0%[9.22 µM]	1%
26	Cc1ccsc1-c1nc(CSCC(=O)NCCN2CCCC2)c(C)o1	-3%	12%[38.3 µM]	14%	1%	-10%	-13%	-12%
27	COc1ccc(-c2ccc(SCC(=O)Nc3cc(C)on3)nn2)cc1OC	-9%	7%[38.3 µM]	15%	-8%	-13%	5%	0%
28	C=CCNC(=O)N[C@@H](Cc1ccccc1)C(=O)OC	x	x	1%	18%[10 µM]	-2%	-12%[9.22 µM]	5%
29	C[C@@]12CCC=C[C@H]1[C@H](c1ccc(/C=C/c3ccccc3)cc1F)N(Cc1ccccc1)C2=O	x	x	-8%	-14%[10 µM]	-2%	u	5%
30	COc1ccc(C2c3c(oc4ccccc4c3=O)C(=O)N2c2ccc(C)cn2)cc1OC (centres undefined)	7%	7%	13%	16%[10 µM]	-1%	15%	-7%

Complete entries, looked up by structure:
Entry for COc1ccc(-c2ccc(SCC(=O)Nc3cc(C)on3)nn2)cc1OC : GAA inhib: -9%; IMPase Li cell: 7%[38.3 µM]; GoLoco inh red: 15%; HTT ATP protect: -8%; GAA glycogen mod: -13%; HttQ103 aggreg: 5%; GAA spleen mod: 0%
Entry for COc1ccc(CNC(=O)c2ccc(CS(=O)(=O)Cc3ccccc3F)o2)cc1 : GAA inhib: -2%; IMPase Li cell: -1%; GoLoco inh red: 4%; HTT ATP protect: -29%; GAA glycogen mod: -4%; HttQ103 aggreg: 3%; GAA spleen mod: -3%

(listing goes on)
nr	canonical_smiles	GAA inhib	IMPase Li cell	GoLoco inh red	HTT ATP protect	GAA glycogen mod	HttQ103 aggreg	GAA spleen mod
31	Cc1cc(C)c(C#N)c(SCc2ccc3c(c2)OCO3)n1	-6%	2%[38.3 µM]	4%	-24%	4%	-18%	1%
32	COc1ccccc1CNc1cc(-c2ccccc2Cl)ncn1	x	15%	8%	-19%	x	x	3%
33	CN1CCN(S(=O)(=O)c2cccc(C(=O)O)c2)CC1	6%	-5%	-8%	-23%	-5%	7%	3%
34	CCCCCNC(=O)C1CC=CCC1C(=O)O (centres undefined)	0%	9%	8%	5%[1.9 µM]	5%	-14%	1%
35	N#Cc1ccccc1NC(=O)Nc1ccc(Cl)cc1	u	-4%[38.3 µM]	-3%	4%	7%	6%	17%
36	O=C(Cn1c(=S)nc2ccccn21)N1CCc2ccccc2C1	-5%	23%[38.3 µM]	0%	14%	12%	-1%	-2%
37	O=Cc1sc([O-])nc1-[n+]1ccc2ccccc2c1	x	x	-5%	21%[10 µM]	2%	8%[9.22 µM]	-1%
38	Cc1ccc(C)c(Cn2nnc3c(=O)[nH]c(C(=O)NCC4CCCO4)nc32)c1 (centres undefined)	-2%	-5%	8%	9%[10 µM]	6%	-5%	6%
39	CCCNCc1cc(OC)c(OCc2ccccc2)cc1Br	-10%	7%	-5%	-55%[inhibitor]	-13%	6%	-16%
40	CCNC(=O)CC1C(=O)N(c2ccc(F)cc2)C(=O)N1Cc1cccs1 (centres undefined)	3%	-4%	6%	x	6%	-1%	9%
41	COc1ccccc1Nc1nc(N)nc(CN2CCCCC2)n1	7%	14%	-3%	-3%	-10%	1%	10%
42	CSc1nnc(-c2ccc(S(=O)(=O)N3CCCC3)cc2)n1C	-6%	43%[activator][38.3 µM]	-19%	6%	-2%	-1%	-4%
43	COc1ccc(CNC2CCCC2)c(OC)c1OC	-2%	15%[38.3 µM]	3%	15%	7%	-17%	0%
44	CC1=CC(C)(C)N2C(=O)C3(C(C#N)=C(N)Oc4cc(O)ccc43)c3c(C)c(C)cc1c32 (centres undefined)	-3%	20%[38.3 µM]	3%	14%[10 µM]	-15%	-15%	0%
45	CC(C)[C@H](NC(=O)Nc1ccccc1F)C(=O)O	2%	4%[38.3 µM]	8%	11%	5%	18%[9.22 µM]	4%
46	O=C(NC1CCCCC1)N(CCO)Cc1cc2cc3c(cc2[nH]c1=O)OCCO3	12%	23%[38.3 µM]	-11%	1%	-1%	0%	0%
47	CCOc1ccc(NC(=O)CN2CC(c3ccccc3)CC2=O)cc1 (centres undefined)	0%	8%[38.3 µM]	-5%	14%[10 µM]	1%	-8%	-3%
48	CC(=O)Nc1ccc(/C(C)=N/NC(=O)C2CC2c2ccccc2)cc1 (centres undefined)	0%	2%	2%	x	5%	17%	2%
49	Cc1ccccc1OCc1nc(-c2ccc(NC(=O)c3cccs3)cc2)no1	-2%	14%	-5%	-6%[10 µM]	6%	1%	-1%
50	Cc1cc(C(=O)N2CCN(c3ccc([N+](=O)[O-])cc3)CC2)no1	-1%	5%	4%	34%[0.074 µM]	7%	0%	-5%
51	COc1nc(N2CCCCCC2)nc(N2CCCCCC2)n1	-5%	20%[38.3 µM]	4%	-8%	1%	u	-29%
52	Cc1ccc(Cn2c(-n3nc(C)cc3C)nc3c2c(=O)[nH]c(=O)n3C)cc1	-8%	15%[38.3 µM]	-5%	-7%	-4%	11%	2%
53	Cc1ccc(C(=O)NNC(=O)CSc2nnc3c(n2)[nH]c2ccc(F)cc23)cc1	7%	-10%[38.3 µM]	32%[activator]	-39%[inhibitor]	0%	3%	-9%
54	Cc1ccccc1C1=N/C(=C/c2cccnc2)C(=O)O1	-12%	-11%	4%	-38%	5%	3%	-2%
55	O=C(N/N=C/c1c(Cl)cccc1Cl)c1cccc(F)c1	-6%	-12%[38.3 µM]	-8%	-20%	3%	1%	-4%
56	CC(=O)N(/N=C/c1cccc(C)c1)c1nc(-c2ccc(Br)cc2)cs1	u	6%[38.3 µM]	16%	-36%	-9%	6%	-9%
57	O=c1[nH]nc(Cc2ccc(-c3cccc(Cl)c3)o2)c2ccccc12	2%	36%[activator][38.3 µM]	8%	40%[10 µM]	2%	u	-3%

4 entries from above, arranged by their value in GoLoco inh red, falling:
entry | SMILES | GoLoco inh red
45 | CC(C)[C@H](NC(=O)Nc1ccccc1F)C(=O)O | 8%
31 | Cc1cc(C)c(C#N)c(SCc2ccc3c(c2)OCO3)n1 | 4%
48 | CC(=O)Nc1ccc(/C(C)=N/NC(=O)C2CC2c2ccccc2)cc1 (centres undefined) | 2%
49 | Cc1ccccc1OCc1nc(-c2ccc(NC(=O)c3cccs3)cc2)no1 | -5%

A portion of the library. The share of hits here may be higher or lower than overall.
